S1P1 agonist: S1P1 (human) receptor agonism | activation, % at 4.5 µM | S1P1 agonist cell-based reporter assay | P21453 | 16,000 compounds, 1.5% hits; in the data active = activation above about 80%
TLR4-MyD88 inh: blocks binding of human TLR4 to MyD88 | Cell-based TLR4-MyD88 binding inhibition assay | inhibition, % at 10 µM | 16,000 compounds, 0.06% hits | AID 811; in the data active = inhibition above about 45%
Nox1 inh: human Nox1 inhibition; 16,000 compounds, 0.81% hits; inhibition, % at 6.7 µM; Q9Y5S8; AID 1792; HT29 cells, luminol chemiluminescence ROS
luminol inh ctr: quenches luminol chemiluminescence in Nox1 counter-screen; HRP/luminol/H2O2 chemiluminescence counterscreen; inhibition, % at 6.7 µM; 16,000 compounds, 0.4% hits; AID 1823; note: reference of the scale not given here
NOTCH ag: NOTCH pathway agonism; NOTCH signaling luciferase reporter cells, luminescence; activation, % at 2.5 µM; 15,000 compounds, 0.4% hits; AID 434982; in the data active = activation above about 2.2%
KOR antag MB: blocks the human kappa opioid receptor, Maybridge compounds | OPRK1 cells, antagonist mode, fluorescence readout | inhibition, % at 9 µM | P41145 | 16,000 compounds, 0.4% hits; in the data active = inhibition above about 50%
Target sequence (P41145 whole entry, looked up): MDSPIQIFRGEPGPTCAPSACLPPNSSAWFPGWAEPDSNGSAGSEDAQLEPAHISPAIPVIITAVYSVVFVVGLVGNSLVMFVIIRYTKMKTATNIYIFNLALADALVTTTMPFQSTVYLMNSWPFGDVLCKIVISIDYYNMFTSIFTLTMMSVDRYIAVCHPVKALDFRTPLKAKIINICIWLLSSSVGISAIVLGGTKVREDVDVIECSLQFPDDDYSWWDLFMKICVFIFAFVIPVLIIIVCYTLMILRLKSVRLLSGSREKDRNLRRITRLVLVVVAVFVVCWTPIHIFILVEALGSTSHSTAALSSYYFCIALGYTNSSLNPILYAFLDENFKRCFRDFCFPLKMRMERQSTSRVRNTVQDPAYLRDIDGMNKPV
PME-1 Maybr inh: inhibitors of human PME-1 in Maybridge library. Q9Y570. 16,000 compounds, 0.5% hits. recombinant PME-1, FP-Rh probe fluorescence polarization. inhibition, % at 9 µM; in the data active = inhibition above about 30%
Target sequence (Q9Y570 whole entry, looked up): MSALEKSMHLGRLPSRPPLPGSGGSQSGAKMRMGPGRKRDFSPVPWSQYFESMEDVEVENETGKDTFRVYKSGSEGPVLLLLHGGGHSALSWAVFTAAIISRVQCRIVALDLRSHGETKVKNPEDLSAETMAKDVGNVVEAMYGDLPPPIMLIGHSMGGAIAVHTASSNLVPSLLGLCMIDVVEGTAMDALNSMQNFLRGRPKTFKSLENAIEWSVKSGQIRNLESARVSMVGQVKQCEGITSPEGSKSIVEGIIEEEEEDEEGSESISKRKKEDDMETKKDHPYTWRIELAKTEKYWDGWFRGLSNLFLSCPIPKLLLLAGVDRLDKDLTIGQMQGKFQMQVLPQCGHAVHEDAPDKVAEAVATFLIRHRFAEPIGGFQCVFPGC
rat GALR2 agon: agonists of rat galanin receptor 2 (GALR2). O08726. cell-based GALR2 agonist screen. activation, % at 10 µM. 16,000 compounds, 0.5% hits. AID 833; in the data active = activation above about 15%
* = called active by the depositor; · = not tested or not shown. Cut-off read from the data, not from the text of the source, unless noted: active = inhibition above about 75%; inactive = the rest.

SMILES	S1P1 agonist	TLR4-MyD88 inh	Nox1 inh	luminol inh ctr	NOTCH ag	KOR antag MB	PME-1 Maybr inh	rat GALR2 agon
CCN(CC)c1ccc(N=Nc2ccc(N(C)C)cc2)c(NC(N)=O)c1	17	3	20	0	-1.1	-11	-7	1
C/C(=N\O)C(C)(C)Nc1ccccc1F	-16	-4	-10	0	-0.5	20	0	-6
O=C(Nc1nnc(C2CC2)s1)c1cccnc1Oc1ccc(Cl)cc1	-5	-2	7	-2	-0.7	0	0	-5
Cc1c(OCc2ccc([N+](=O)[O-])cc2)ccc2c1OC(C)(C)C=C2	-6	7	11	-4	0.1	11	2	-4
N#CC(C#N)=CNc1cc(C(F)(F)F)ccc1N1CCCCC1	21	-3	-46	5	-0.2	7	-2	-11
CSc1sc(C(=O)O)c(-c2cccs2)c1C#N	0	-4	-22	1	0.1	4	2	-7
CS(=O)(=NC(=O)c1ccc(-c2ccccn2)s1)c1ccc(Cl)cc1 (stereo not drawn)	-1	-1	-40	2	-0.2	11	1	-5
O=[N+]([O-])c1cc(C(F)(F)F)ccc1Oc1ccc(-c2nnco2)cc1	30	-3	77*	-1	-0.6	-9	17	-6
NC(N)=NC(N)=Nc1ccccc1C(F)(F)F	-23	-1	-19	3	0.1	-4	5	-6
CN1C2CCC1CC(NC(=O)CSc1nnc(N)s1)C2 (stereo not drawn)	-2	-3	-12	-3	0.0	12	2	-7
NC(N)=NC(N)=Nc1cc(Cl)cc(Cl)c1	22	-2	-4	-2	-1.0	-6	1	-11
COc1ccc(/C=C2/N=C(C)OC2=O)cc1	-1	16	-41	-1	-0.1	-1	6	-6
Cn1cc(-c2ccccc2)c(=O)o1	-13	-4	-14	-3	-0.2	-5	3	-4
COc1cc(C=Nc2ccc(C)c(C)c2)cc(OC)c1OC	-5	-7	-26	-42	-0.6	-5	2	-6
O=C(N/N=C/c1ccc(O)cc1)c1ccccc1CO	16	-1	-27	22	0.0	5	-3	-1
Cc1noc2ncnc(SCC(=O)Nc3ccccc3Cl)c12	8	-25	-19	-4	-0.8	1	-1	-7
N#CCCN(CCc1ccccn1)S(=O)(=O)c1ccc2c(c1)CCO2	-4	4	35	-7	-0.1	-13	1	-8
CC(=O)Nc1cc(C)ccc1OC(C)(C)C(=O)OC(C)(C)C	2	4	-62	1	-0.8	-6	-3	-9
CCn1c(-c2cccs2)n[nH]c1=S	-15	-8	47	100*	-0.2	7	-3	0
CCOC(=O)CCc1ccc(Oc2c([N+](=O)[O-])cc(C(F)(F)F)cc2[N+](=O)[O-])cc1	-3	1	-50	-40	·	8	1	2
CN(C)/C=N/c1nc(Sc2ccc([N+](=O)[O-])cn2)n(C)n1	-19	-3	-7	0	0.1	1	-1	-4
COC(=O)c1cc(C#N)c(Sc2ncc([N+](=O)[O-])s2)nc1C(OC)OC	1	3	-56	0	-0.2	-13	0	-3
CSC(=N)c1ccc(Cl)cc1	-3	2	-17	-2	-0.1	-4	2	-4
CCOC(=O)c1ccc(NNC(=S)Nc2ccccc2C)cc1	-18	-1	71	5	-0.5	1	2	-6
Cc1nc(C)c(C(=O)NNC(=O)c2ccc(C(F)(F)F)cc2)s1	-13	3	-17	1	0.0	19	6	-1
CNc1nc(-c2ccccn2)nc(C)c1Cl	-6	2	-35	-1	-0.4	-9	-2	-5
Cc1cc(C(=O)NNS(C)(=O)=O)nn1C(C)(C)C	6	-15	19	14	-0.2	9	5	0
O=S(=O)(Nc1cccc2nsnc12)c1ccc(Cl)s1	2	4	-8	-3	-0.5	11	5	-6
Cc1ccccc1NC(=O)C(C(=O)Nc1ccccc1C)c1ccccc1	1	-1	-11	-1	-0.1	-4	-1	-3
O=C(Cc1ncon1)Nc1ccc(F)c(Cl)c1	0	-2	-2	2	0.1	-9	-1	-6
CC(=O)CCc1c[nH]c2ccccc12	13	1	9	-6	-0.1	7	6	-6
CS(=O)(=O)NCc1c(Cl)cccc1Sc1ccc(Cl)cc1	8	-6	3	-3	-0.2	-4	6	-5
O=C1CNC(=S)N1Cc1ccncc1	8	1	-30	14	0.3	-22	-1	-8
CCOC(=O)c1ccccc1CSC(=N)N	12	-2	3	-3	-0.1	26	0	-8
Cc1ccc(CNS(=O)(=O)c2ccc(C(F)(F)F)cc2)n1C	-11	-1	-58	1	-0.2	-6	-2	-5
O=c1oc(-c2cccs2)nc2c(Br)cc(Br)c(F)c12	-9	-75	-48	1	-0.2	-5	0	-5
CCc1ccnc(NS(=O)(=O)c2ccc(C)cc2)c1	-18	-2	1	-1	·	4	4	-6
Clc1ccc(-c2cc(-c3ccccn3)on2)c(Cl)c1	17	4	8	-3	-0.2	11	1	-8
O=C(Cn1nnc(-c2cccc(C(F)(F)F)c2)n1)Nc1cccnc1	-4	-1	12	-4	0.0	4	0	-5
CCN(CC)C(=S)Oc1c(C)c(C)nc(=S)n1CCCOC	0	-9	-12	-9	-0.1	5	8	-2
CC1(C)CC(=O)C(C=Nc2ccc(F)cc2F)=C(O)C1	6	-4	-6	0	0.0	0	-1	-8
COc1ccc(N2CSCc3nc4ccccc4n3C2)cc1	11	9	33	-28	-0.2	11	2	-7
O=C(O)CCc1cccs1	7	11	-65	2	-0.5	18	-1	-6
CSC(=Nc1ccccc1)Nc1ccccc1	10	3	-57	-11	-0.5	1	-3	-4
O=C(O)CSCC(=O)N1CCN(Cc2c(F)cccc2Cl)CC1	0	6	-27	0	0.2	-24	-1	-8
Nc1ccccc1SCc1ncc(C(F)(F)F)cc1Cl	4	-9	2	-5	-0.8	-13	6	-4
Cc1ccc(-n2cc(-c3cccs3)[nH]c2=S)cc1	-23	3	9	-7	0.1	11	10	-4
COc1ccc(-c2c(N)nc(-c3ccc(Cl)cc3)nc2SC)cc1	3	-8	-38	2	-0.5	12	-10	-10
Cc1onc(-c2ccccc2)c1CN1C(=O)c2ccccc2S1(=O)=O	7	-6	10	-7	-0.3	-19	5	-5
c1csc(-c2ccc(-c3nn[nH]n3)s2)c1	0	-1	22	-2	0.0	4	2	-5

(further entries)
SMILES	S1P1 agonist	TLR4-MyD88 inh	Nox1 inh	luminol inh ctr	NOTCH ag	KOR antag MB	PME-1 Maybr inh	rat GALR2 agon
O=C1CC2(CCCc3ccccc32)C(=O)N1CN1CCOCC1 (stereo not drawn)	-4	-3	-36	-2	0.6	15	1	-3
CCN(Cc1cc(OC)c(OC)c(OC)c1)S(=O)(=O)c1cc(Cl)c(Cl)cc1Cl	-28	2	-12	-1	-0.2	7	1	-6
CC(=O)c1ccc(-c2cc(C(F)(F)F)ccc2Cl)o1	-8	3	-28	3	0.5	8	-4	-3
Cc1nn(C)c(C)c1NC(=O)c1ccccc1NC(=O)c1cccs1	-2	1	-26	1	-0.5	-8	-3	-5
Cn1nccc1NC(=O)/C(C#N)=C/c1cccc(Cl)c1	-2	-10	0	-2	0.1	-3	3	-5
N#Cc1c(-c2ccccc2)nc(SCc2ccccc2)[nH]c1=O	16	-1	-10	3	0.3	-5	-2	0
O=C(O)CCc1ccc2c(c1)OCO2	-39	-7	-4	1	-0.3	1	-1	-7
Cn1nc(C2CC2)cc1NC(=O)COc1ccc(Cl)cc1Cl	-8	5	-5	2	-0.5	-8	-9	-4
Cn1c(Sc2sccc2[N+](=O)[O-])nnc1C(F)(F)F	67	-23	-30	1	-0.2	-17	-2	-9
Cn1cnc([N+](=O)[O-])c1N1CCC(C(N)=O)CC1	1	3	-57	-1	-0.4	13	0	-5

Among those listed so far, 10 contain a thiophene ring, fused or not.
SMILES	S1P1 agonist	TLR4-MyD88 inh	Nox1 inh	luminol inh ctr	NOTCH ag	KOR antag MB	PME-1 Maybr inh	rat GALR2 agon
CSc1sc(C(=O)O)c(-c2cccs2)c1C#N	0	-4	-22	1	0.1	4	2	-7
CS(=O)(=NC(=O)c1ccc(-c2ccccn2)s1)c1ccc(Cl)cc1 (stereo not drawn)	-1	-1	-40	2	-0.2	11	1	-5
CCn1c(-c2cccs2)n[nH]c1=S	-15	-8	47	100*	-0.2	7	-3	0
O=S(=O)(Nc1cccc2nsnc12)c1ccc(Cl)s1	2	4	-8	-3	-0.5	11	5	-6
O=c1oc(-c2cccs2)nc2c(Br)cc(Br)c(F)c12	-9	-75	-48	1	-0.2	-5	0	-5
O=C(O)CCc1cccs1	7	11	-65	2	-0.5	18	-1	-6
Cc1ccc(-n2cc(-c3cccs3)[nH]c2=S)cc1	-23	3	9	-7	0.1	11	10	-4
c1csc(-c2ccc(-c3nn[nH]n3)s2)c1	0	-1	22	-2	0.0	4	2	-5
Cc1nn(C)c(C)c1NC(=O)c1ccccc1NC(=O)c1cccs1	-2	1	-26	1	-0.5	-8	-3	-5
Cn1c(Sc2sccc2[N+](=O)[O-])nnc1C(F)(F)F	67	-23	-30	1	-0.2	-17	-2	-9

Carrying on:
SMILES	S1P1 agonist	TLR4-MyD88 inh	Nox1 inh	luminol inh ctr	NOTCH ag	KOR antag MB	PME-1 Maybr inh	rat GALR2 agon
C=CCNC(=O)N1CC(Oc2ccc(Cl)cc2)C1	-8	-4	-35	0	-0.7	24	3	-5
COc1ccccc1NC(=O)c1ccccc1Cl	-10	4	-29	3	0.3	-1	0	-6
CCOc1ccc(-n2[nH]nnc2=S)cc1	-19	-3	-25	38	·	8	0	-9
Cc1nnsc1-c1nnc(-c2ccccc2C(F)(F)F)o1	22	2	-9	2	-0.8	2	-1	-6
c1ccc(CCNc2nnns2)cc1	-6	-17	-19	0	-0.1	-18	3	-4
O=S(=O)(Cc1nc(-c2ccc(Cl)cc2)cs1)c1ccccn1	1	-11	-17	-1	-0.6	-25	5	-7
CN1OC(COC(=O)c2cc(Cl)cc(Cl)c2)CC12C1CC3CC(C1)CC2C3 (stereo not drawn)	-7	2	-49	1	-0.2	-21	-1	-9
O=C(Nc1ccc2c(c1)OCO2)C(=S)NCc1ccccc1	30	2	-2	-1	-0.5	5	5	-2
O=c1[nH]c2ccc(Cl)cc2[nH]c1=O	-3	-5	28	-6	-0.6	35	3	-5
Cc1nn(-c2ccccc2)nc1CNC(=O)c1ncoc1-c1ccccc1	6	-6	0	0	-5.9	-11	-3	-5
O=S(=O)(CCN1CCC(C(F)(F)F)CC1)c1ccccc1	-21	-7	-1	-5	0.1	-4	6	1
Cc1c[nH]c(=S)c(C#N)c1	6	-4	-44	-2	-1.0	-24	5	-4
CCOc1ccsc1C(=O)Nc1ccc(OC(F)(F)F)cc1	4	-4	21	-4	-0.2	-2	-6	-5
CSc1nnc(SC)n1CCNC(=O)c1c(Cl)cccc1Cl	43	4	-33	2	-0.5	-5	-1	-1
Cc1nc(-c2cccs2)sc1-c1ccnn1C(=O)c1ccc(F)cc1	-46	-12	-41	3	0.0	3	3	1
CCOC(=O)/C(C#N)=C/Nc1ccccc1OC(F)(F)F	-23	-4	-27	2	-0.8	-8	3	-7
CC(C)(C)N1CC(CO)OC1=O (stereo not drawn)	-10	-4	-3	-6	-0.1	2	4	-8
O=S(=O)(CC(c1ccccc1)N1CCOCC1)c1ccc(Cl)cc1 (stereo not drawn)	-11	-3	-35	1	0.4	-8	-1	-3
c1cn(CCCNc2ncnc3ccsc23)cn1	2	6	-7	1	0.5	-29	12	-6
CCOC(=O)/C(=C(/C)Nc1ccc(F)cc1)C1CC(=O)N(c2cc(C)on2)C1=O (stereo not drawn)	-2	8	-15	2	-0.2	6	3	-7
OC(CSc1ccccc1)CN1CCN(Cc2ccc3c(c2)OCO3)CC1 (stereo not drawn)	-1	7	8	-1	0.6	12	3	-8
O=C(Nc1ccc(Cl)c(Cl)c1Cl)c1ccco1	-1	-4	2	-5	·	-3	-2	-4
CCCc1cc(=O)[nH]c(SCC(=O)N2CCN(c3ccccc3)CC2)n1	20	1	-24	4	·	-21	-2	-8
N#C/C(=C\c1c[nH]c2ccccc12)c1nc2ccccc2[nH]1	-10	0	-1	0	-0.4	1	13	-7
N#CC1=C(N)C2=C(N3CCOCC3)CCCC2C1(C#N)C#N (stereo not drawn)	-7	-8	21	-1	-0.5	25	5	-6
N#Cc1c(N)nc2c(c1N)C(C(C#N)C#N)c1cc(Br)ccc1O2 (stereo not drawn)	-23	-3	-3	3	-0.3	-14	-30	-4
CCCc1c(O)ccc2c1OC(C)(CCC(=O)OC)CC2=O (stereo not drawn)	50	2	-56	0	-0.1	-3	0	-5
CCOC(=O)CN(C=NC#N)c1ccc(OC)cc1	3	6	8	-5	-0.4	-1	4	-6
Cc1onc(-c2ccccc2)c1C(=O)Nc1ccc2c(c1)OCCO2	-1	0	-16	3	0.0	-12	-2	-9
COC(=O)c1cnc(N2CCCN(C(=O)NC3CCCCC3)CC2)nc1C(F)(F)F	19	5	-64	-30	0.1	8	-13	-4
O=C(NC(=O)c1c(Cl)cccc1Cl)ON(Cc1ccc(Cl)cc1)Cc1ccc(Cl)cc1	1	·	-7	0	-0.2	-2	-2	-4

Screening results: PubChem BioAssay, The Scripps Research Institute Molecular Screening Center
